Screens from PubChem.
Granule exo inh: blocks lytic granule exocytosis; TALL-104 LAMP-1 surface exposure, flow cytometry; cells stimulated with thapsigargin and PMA; inhibition, % at 10 µM; 360,000 tested, 0.66% active; AID 651702;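 active = inhibition above about 55%, limit read from the data; inconclusive = no clear call, values can overlap the other calls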
MC4R ag barr: activates human MC4R beta-arrestin recruitment | P32245 | U2OS MC4R beta-arrestin complementation, luminescence; percent of melanotan II response, DMSO zero | activation, % at 8.9 µM | 360,000 tested, 0.98% active | AID 540308;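 active = activation above a per-plate cutoff, the mean activation of sample wells on that plate plus 3 SD, cut at about 8% in these data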
Glyco luc inh: N-linked glycosylation inhibition; 360,000 tested, 0.23% active; reporter increase, % at 12.5 µM; D54 ERlucT glycosylation luciferase reporter, 24 h; percent of 100 nM tunicamycin response;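 active = mean luciferase reporter signal, scaled so untreated is 0 and the glycosylation-blocking control 100, at or above a set limit in every replicate; inconclusive = mean reaches the limit but not every replicate does; inactive = mean below the limit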;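 note: luciferase carries N-glycosylation sites so blocking glycosylation raises the light; 0% = median of neutral control wells and 100% = median of 100 nM tunicamycin wells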
m5-HT2A agonist: activates the mouse 5-HT2A serotonin receptor | P35363 | CHO-K1 mHTR2A beta-arrestin complementation, luminescence; percent of 30 µM serotonin response | activation, % at 7.6 µM | 360,000 tested, 0.66% active;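 active = activation above a run cutoff, the mean activation of all tested compounds plus 3 SD, cut at about 14% in these data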;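 note: 0% = plate median of compound wells and 100% = 30 µM serotonin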
H9c2 protect: myocardial damage modulation in H9c2 cells. H9c2 cardiomyocytes, H2O2 injury protection, ATPLite, 2 h. protection from H2O2 cell death, % at 20 µM. 360,000 tested, 0.63% active. AID 588492;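 active = compounds giving at least 50% protection of heart cells from peroxide-induced death in the single-dose screen, raw or plate-pattern-corrected value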;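 note: 0% = DMSO wells with peroxide and 100% = DMSO wells without peroxide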
PDI inh: inhibitors of human protein disulfide isomerase. PDI insulin aggregation turbidity, A650, 90 min. inhibition, % at 10 µM. 350,000 tested, 0.052% active. AID 588391;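 active = mean inhibition across replicates of 30% or more, whatever share of single replicates reach that level; inconclusive = mean inhibition below 30% while every single replicate reaches 30%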;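 note: absorbance from insulin aggregation driven by PDI reduction with DTT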
CaV13 FRET inh: Disruptors of the CACNA1D IQ motif to Ca2+-dependent inactivation inhibitor domain association, primary screening, Förster resonance energy transfer in intact living …; HEK cells, CFP/YFP FRET ICDI-IQ, plate reader, 10 min; percent FRET-ratio fall versus neutral wells; inhibition, % at 12.3 µM; 340,000 tested, 0.098% active; AID 743397;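 active = mean replicate inhibition of at least 30% and at least 1% of replicates passing that level; inconclusive = only one of the two criteria is met; inactive = neither criterion is met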;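 note: 0% = median of the neutral control wells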
ABHD5 PLIN5 PPI: inhibitors of human ABHD5-perilipin-5 interaction; 360,000 tested, 0.78% active; Split G. princeps luciferase complementation, luminescence, 4 h; Q00G26+Q8WTS1; inhibition, % at 4 µM;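 active = inhibition above the mean inhibition across every tested compound plus 3 SD, cut at about 22% in these data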;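 note: 0% = DMSO only wells and the 100% control is not disclosed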
ABCB6 inh 2: inhibitors of human ABC transporter ABCB6. Q9NP58. K562-ABCB6 porphyrin accumulation, flow cytometry, 1 h; hits give low values. fluorescence ratio to DMSO, % at 10 µM. 360,000 tested, 0.19% active. AID 602162;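 active = fluorescence ratio to DMSO below 75%, the collection mean minus 3 SD; inconclusive = too few cells collected in the well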;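 note: signal is porphyrin accumulated inside mitochondria; 100% equals median channel fluorescence of DMSO control wells; lower ratio means ABCB6 inhibition with less porphyrin fluorescence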
Target sequence (Q9NP58 whole entry, looked up): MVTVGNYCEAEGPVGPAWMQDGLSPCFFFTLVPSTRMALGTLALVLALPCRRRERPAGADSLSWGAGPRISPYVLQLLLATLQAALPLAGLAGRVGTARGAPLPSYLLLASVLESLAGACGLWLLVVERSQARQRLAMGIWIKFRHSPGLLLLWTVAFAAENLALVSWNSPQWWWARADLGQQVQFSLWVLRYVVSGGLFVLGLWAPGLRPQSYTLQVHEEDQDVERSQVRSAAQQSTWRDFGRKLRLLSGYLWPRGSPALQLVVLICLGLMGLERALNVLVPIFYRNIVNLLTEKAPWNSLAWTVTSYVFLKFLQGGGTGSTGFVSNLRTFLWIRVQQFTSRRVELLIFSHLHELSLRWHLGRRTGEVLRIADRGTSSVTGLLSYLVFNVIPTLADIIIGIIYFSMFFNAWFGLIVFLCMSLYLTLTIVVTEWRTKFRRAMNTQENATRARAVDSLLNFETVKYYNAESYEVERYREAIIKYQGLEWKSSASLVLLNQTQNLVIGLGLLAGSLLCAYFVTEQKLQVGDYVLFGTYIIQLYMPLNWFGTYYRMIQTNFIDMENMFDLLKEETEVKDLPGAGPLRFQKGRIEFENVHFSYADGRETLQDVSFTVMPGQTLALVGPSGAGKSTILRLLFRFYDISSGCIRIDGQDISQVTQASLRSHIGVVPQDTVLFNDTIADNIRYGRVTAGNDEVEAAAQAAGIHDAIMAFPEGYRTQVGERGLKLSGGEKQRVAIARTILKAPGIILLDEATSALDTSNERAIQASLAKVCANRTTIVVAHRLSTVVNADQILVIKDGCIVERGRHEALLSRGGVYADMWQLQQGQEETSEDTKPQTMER
MC4R antagonist: blocks human MC4R cAMP signaling | inhibition, % at 6.5 µM | P32245 | AID 540295 | 360,000 tested, 0.48% active | MC4R-expressing cells, MTII-stimulated cAMP, LANCE TR-FRET;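 active = inhibition above its plate's cutoff, the mean of tested wells on that plate plus 3 SD, cut at about 29% in these data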;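 note: 0% = Melanotan II alone and 100% = Melanotan II plus saturating MCL0020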
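Assay system: U2OS cells stably expressing human melanocortin 4 receptor (MC4R) / Dosing: 6.5 µM / Timing: compound 30 min, challenge 1 h, detection 1 h / Measured by: Eu-cAMP/anti-cAMP TR-FRET, emission 671 nm / Replicates: singlicate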
Numbers without * were called inactive; ? = inconclusive; . = not tested or not shown.

SMILES	Granule exo inh	MC4R ag barr	Glyco luc inh	m5-HT2A agonist	H9c2 protect	PDI inh	CaV13 FRET inh	ABHD5 PLIN5 PPI	ABCB6 inh 2	MC4R antagonist
CC1CCN(C(=O)CSCC(=O)Nc2nc(-c3cccs3)cs2)CC1	0	0.5	-1	-3	-17	.	-7	5	99	7
CCC(=O)N1CC2(c3ccccc3)CN(C(=O)CC)CC(c3ccccc3)(C1)C2=O	1	0.3	1	4	8	-2	3	-2	96	17
CCOC(=O)N1CCC(NC(=O)CCc2ccccc2)CC1	-8	-1.9	1	2	2	4	-4	-4	98	0
CCN(Cc1nc2ccccc2c(=O)[nH]1)C(=O)c1cccc(OCc2c(C)noc2C)c1	-6	-3.1	3	2	6	1	-5	-7	94	5
COc1ccc(C(=O)NCCc2ccc(Cl)cc2)cc1S(=O)(=O)N1CCCCC1C (centres undefined)	-3	2.2	-6	0	-3	13	-4	-11	95	5
On1c(-c2ccco2)nc2c1CCc1nonc1-2	-3	-3.1	1	-2	-7	-15	.	-7	91	3
Cc1cccc(-n2ncc3c(Nc4c(C)n(C)n(-c5ccccc5)c4=O)ncnc32)c1	3	-2.6	-1	-1	5	9	-8	-6	98	13
CCc1nc(SCc2nc3ccccc3[nH]2)c2oc3ccccc3c2n1	7	-2.2	0	-2	0	0	.	3	93	-3
Cc1c(C(=O)NC(=S)NCc2cccnc2)cccc1[N+](=O)[O-]	-4	-2.9	-2	-7	5	-6	-2	4	96	-5
COc1cc(C(=O)N2CCN(CCCc3ccccc3)CC2)cc(OC)c1OC	1	-1.2	4	3	1	5	-13	-1	94	6
Nc1nnc(SCC(=O)NC23CC4CC(CC(C4)C2)C3)s1	2	-1.7	-3	-1	11	1	.	-4	95	11
CC(=O)C1=CCC(c2ccccc2)N(S(=O)(=O)c2cccc(C)c2)C1 (centres undefined)	31	.	2	-3	0	.	-4	-5	95	.
COc1ccc(NC(=O)c2cccc(Cn3cc(Br)c([N+](=O)[O-])n3)c2)c(C)c1	-2	-0.8	-2	-1	-17	3	-18	0	92	5
CC(C)N=C(NC#N)SCc1ccccc1	-4	0.3	0	-1	0	-5	-4	0	104	15
O=C(NCc1cccs1)C1CCC(CNS(=O)(=O)c2cccc3nsnc23)CC1 (centres undefined)	-2	-0.4	-2	-2	-14	14	-6	7	100	9
CCOc1ccc(NC(=S)N2CCN(S(=O)(=O)c3ccc(C)cc3)CC2)cc1	-3	-2.3	-4	7	-1	6	-6	-3	94	2
Cc1cc(O)ccc1Nc1nc(-c2sc(N)nc2C)cs1	-1	-1.4	0	-2	15	-3	-5	-30	92	14
COc1ccc(NC(=O)CN2C(=O)CC(C)S(=O)(=O)c3ccccc32)cc1 (centres undefined)	-3	-0.4	-1	-1	-2	-1	-7	4	103	6
COc1ccccc1CC(=O)Nc1ccc([N+](=O)[O-])cc1OC	3	0.3	0	2	6	2	-5	5	100	13
COc1ccc(C(=O)/C=C/N(C)C)cc1	1	-1.5	-1	-1	-5	3	-5	5	94	3
C/C(=C1\SC(N2CCOCC2)=NC1=O)c1ccccc1	-8	-1.8	1	-2	2	-4	-4	-5	95	4
CC(=O)Nc1ccc(S(=O)(=O)C(C#N)c2nc3ccccc3nc2NCCN2CCOCC2)cc1 (centres undefined)	0	-1.3	3	8	15	-7	-4	0	128	5
COC(=O)c1ccccc1NS(=O)(=O)c1c(C)noc1C	-1	-5.0	2	-4	2	-7	-7	3	96	4
CCN(CC)C(=O)[C@H]1C[C@H](CC(=O)NC(C)(C)C)C(=O)N2CCc3c([nH]c4cc(-c5ccco5)ccc34)[C@]12C	4	2.0	-2	5	-7	0	-8	12	98	-7
Cc1ccc(C)c(S(=O)(=O)N2CCN(C(=O)[C@H](C)N3C(=O)C4CC=CCC4C3=O)CC2)c1 (some centres undefined)	-4	-0.2	1	13	6	-3	-5	6	99	18

(further entries)
SMILES	Granule exo inh	MC4R ag barr	Glyco luc inh	m5-HT2A agonist	H9c2 protect	PDI inh	CaV13 FRET inh	ABHD5 PLIN5 PPI	ABCB6 inh 2	MC4R antagonist
Cc1ccccc1-n1c(=O)[nH]c(=O)c2c(N)c(C(=O)c3ccc(Cl)cc3)sc21	-1	-1.6	-4	0	0	-7	-4	5	96	-9
CCc1ccc(OCCSc2nc3ccccc3n2CCC(=O)O)cc1	-4	-1.6	1	-6	-9	-4	-4	3	103	8
COc1ccc(CNN2CCCCC2C(=O)Nc2ccc(OC)c(OCC(C)C)c2)cc1OC (centres undefined)	-5	-1.2	1	1	12	-4	-2	3	101	-4
O=C(C1CCN(S(=O)(=O)c2cnc[nH]2)CC1)N1CCN(c2ccc([N+](=O)[O-])cc2)CC1	6	-0.6	2	6	0	-4	-2	1	104	2
O=C(N/N=C/c1cc(Cl)cc([N+](=O)[O-])c1O)c1ccccc1NS(=O)(=O)c1cccs1	-4	-3.6	0	8	50*	4	-14	2	101	11
COc1ccc(OC)c(NS(=O)(=O)c2ccc(SC)cc2)c1	0	-1.9	16	3	0	4	.	-3	106	-13
CCC(C)(C)NC(=O)CCn1c(-c2ccccc2)cc(C(C)=O)c1C	-2	-1.3	2	-1	5	18	-2	2	99	5
CN1CC(=O)Nc2ccccc2C1=O	5	-0.4	0	1	-1	-8	-6	-2	99	2
CC(=O)Oc1ccc(Cn2c(C)c(C(=O)NC3CC3)sc2=O)cc1	2	1.2	1	2	5	9	4	2	101	2
COc1ccc(CCNC(=O)c2cnc3ccccc3n2)cc1	4	1.3	1	2	-8	17	-7	-3	98	7
O=C(NCC1COc2ccccc2O1)C1CCCN(S(=O)(=O)c2cccc3nsnc23)C1 (centres undefined)	1	-1.6	-1	5	-5	8	.	2	94	11
O=S(=O)(Nc1ccc(Cl)cn1)c1cccs1	-10	-0.1	1	4	-8	-11	1	4	102	6
CCCN1C(=O)C(O)(c2c(C)[nH]c3ccccc23)c2ccccc21 (centres undefined)	10	0.6	1	-1	-2	-3	-20	-14	99	12
COC(=O)c1cnn(-c2nc3c(C)cccc3s2)c1C	-1	1.2	0	-3	-24	-16	-5	0	99	-2
CC(C)(C)C(=O)N1CCCC1C(=O)O (centres undefined)	0	-2.4	1	2	4	5	-8	-4	99	1
Cc1cccc(C(=O)NNC(=O)c2csc(N3CCOCC3)n2)c1C	-3	-2.9	0	-2	-1	-5	-12	0	96	1
COC(=O)N1CC(C)N(C(=O)OC)CC1C (centres undefined)	0	-0.3	3	2	-6	-5	.	-6	96	2
O=C(NC(=S)Nc1ccc(CN2CCCCC2)cc1)c1cc2ccccc2o1	42	-0.8	-3	-5	-2	-7	-5	3	101	13
COc1ccccc1NC(=O)COC(=O)c1ccccn1	-14	-1.6	2	-3	-3	12	-3	2	101	-5
COc1ccccc1/C=C/C(=O)Nc1cccc(C(C)=O)c1	-3	0.4	3	-3	18	-5	4	-11	103	10
O=C(COC(=O)c1cccnc1Nc1ccccc1F)NCc1ccc2c(c1)OCO2	-4	10*	0	-3	-3	6	-5	-4	99	0
CCOC(=O)C1CCN(C(=O)c2sc3nc(-c4ccccc4)cn3c2C)CC1	-1	0.7	1	3	6	-4	-5	1	101	17
COc1cc2c(cc1NC(=O)C(C)Sc1ccc(C)cc1)oc1ccccc12 (centres undefined)	1	2.0	-2	2	-11	-5	-7	-8	97	6
CSc1ncccc1C(=O)N1CCN(S(=O)(=O)c2ccc3c(c2)OCCO3)CC1	2	-5.2	5	10	2	3	-5	-2	102	14
CC(=O)Nc1ccc2c(c1)[nH]c(=O)c1ccccc12	-2	-1.7	11	-4	75*	-1	-6	1	97	-4

A draw from above in order of SMILES length, highest first.
SMILES	Granule exo inh	MC4R ag barr	Glyco luc inh	m5-HT2A agonist	H9c2 protect	PDI inh	CaV13 FRET inh	ABHD5 PLIN5 PPI	ABCB6 inh 2	MC4R antagonist
O=C(N/N=C/c1cc(Cl)cc([N+](=O)[O-])c1O)c1ccccc1NS(=O)(=O)c1cccs1	-4	-3.6	0	8	50*	4	-14	2	101	11
COc1ccccc1NC(=O)COC(=O)c1ccccn1	-14	-1.6	2	-3	-3	12	-3	2	101	-5
CC(C)(C)C(=O)N1CCCC1C(=O)O (centres undefined)	0	-2.4	1	2	4	5	-8	-4	99	1

The list goes on:
SMILES	Granule exo inh	MC4R ag barr	Glyco luc inh	m5-HT2A agonist	H9c2 protect	PDI inh	CaV13 FRET inh	ABHD5 PLIN5 PPI	ABCB6 inh 2	MC4R antagonist
COc1ccc(N2CCC(CNC(=O)Nc3ccc(OC)cc3OC)C2)cc1 (centres undefined)	0	1.3	0	-5	14	9	.	-1	105	-3
Oc1ccccc1N1CCN(c2nnnn2-c2ccccc2)CC1	-4	-2.7	-2	1	-2	-6	-2	-2	96	15
CC(=O)Nc1cccc(-c2ccnc3c2CC(C)(C(=O)Nc2cccnc2)O3)c1 (centres undefined)	4	0.8	-3	5	32	-3	-6	1	97	11
O=C(CSc1ccccc1)NCCc1ccc(F)cc1	10	0.9	2	1	-4	1	-10	-8	98	4
CN(C)C(=O)/C=C\c1cn(-c2ccccc2)nc1-c1ccc2c(c1)OCCO2	-4	-0.4	-2	0	52*	-3	-19	9	98	10
Cc1cccc(NC(=O)COC(=O)CN2C(=O)C3CCCCC3C2=O)c1C (centres undefined)	0	0.5	1	1	11	16	-14	2	98	5
Cc1ccc(C2NS(=O)(=O)N=C2N)cc1 (centres undefined)	0	-1.8	0	-2	-1	5	.	4	94	2
O=C(OCC(=O)N1CCOCC1)c1cccc(S(=O)(=O)N2CCCc3ccccc32)c1	-2	-1.5	2	-1	5	-6	-2	-2	99	-4
O=C(Cn1cc2c(n1)CCCCC2)Nc1ccc(F)cc1F	1	-0.5	-8	2	-10	.	-4	4	96	6
CN(C)CCNC(=O)c1cccc2nc3cccc(F)c3nc12	-1	0.1	-5	-3	-18	5	-5	0	93	-25
CCn1c2ccccc2c2cc(NC(=O)COC(=O)C3CCC(=O)N3)ccc21 (centres undefined)	-2	-1.2	?	-1	-6	-7	.	-1	109	1
O=C(CSc1nnc(COc2ccccc2)o1)c1ccccc1	-14	-1.7	1	-5	-6	0	-5	-6	102	11
C=CCn1c(SCC(=O)N2CCN(c3ccccc3)CC2)nc2c([nH]c3ccccc32)c1=O	0	-0.4	10	4	7	-3	.	-2	105	-53
COc1ccccc1CCC(=O)OCC(=O)Nc1cccc(S(=O)(=O)N2CCCCC2)c1	-2	-1.4	0	-1	-6	0	-6	6	99	7
CCOC(=O)c1cnc(N)nc1-c1ccccc1	3	-0.2	2	-2	1	2	-5	-7	98	6
CCOCC(=O)Nc1nc2ccc(OC)cc2s1	-1	-0.5	-4	-4	-12	-9	-5	-6	99	20
Nc1nc(=S)c2ncn(C3OC(CO)CC3O)c2[nH]1 (centres undefined)	-4	-0.2	2	4	3	-10	-6	3	90	5
COc1ccc(NC(=O)CN2CCN(c3ccc(C)cc3C)CC2)cc1	0	0.1	0	-3	-4	7	-1	-7	96	3
CCCCOC(=O)C[N+](C)(C)CCOC1CC2CCC1(C)C2(C)C (centres undefined)	-2	1.9	3	0	0	12	1	14	98	8
